TDP2 absorb – TDP2 (human) inhibition, absorbance primary screen | inhibition, % at 12.8 µM | recombinant TDP2, T5PNP hydrolysis, p-nitrophenol absorbance 415 nm | O95551 | hit rate 0.34% among 370,000;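 active = inhibition above the mean of all tested compounds plus 3 SD, set per campaign, cut at about 25% in these data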;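 note: 0% = DMSO with enzyme and 100% = buffer with substrate but no TDP2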
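System – recombinant human TDP2 · Amount – 120 nM TDP2 per well · Buffer or medium – Mg2+-containing Tris-HCl buffer, pH 7.5 · Reagent – T5PNP substrate, 5 mM · Dosing – 12.8 µM single point, 1% DMSO · Incubation – 2 h at 37 °C · Measured by – epi absorbance · Read-out basis – percent inhibition · Benchmarks – high control without enzyme, low control DMSO plus TDP2 · Repeats – singlicate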
DDE Tn7 FP inh – inhibitors of Tn7 peptide binding to human fibrin DD(E); inhibition, % at 8.3 µM; FP displacement of FITC-Tn7 peptide from fibrin DD(E); 0% = median of compound wells per plate; hit rate 0.13% among 370,000;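 active = inhibition above the mean of compounds falling within the control limits plus 3 SD of them, cut at about 14% in these data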;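 note: 0% = plate median of compound wells and 100% = 10 µM Aha-Tn7 peptide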
Target sequence (P02675 whole entry, looked up): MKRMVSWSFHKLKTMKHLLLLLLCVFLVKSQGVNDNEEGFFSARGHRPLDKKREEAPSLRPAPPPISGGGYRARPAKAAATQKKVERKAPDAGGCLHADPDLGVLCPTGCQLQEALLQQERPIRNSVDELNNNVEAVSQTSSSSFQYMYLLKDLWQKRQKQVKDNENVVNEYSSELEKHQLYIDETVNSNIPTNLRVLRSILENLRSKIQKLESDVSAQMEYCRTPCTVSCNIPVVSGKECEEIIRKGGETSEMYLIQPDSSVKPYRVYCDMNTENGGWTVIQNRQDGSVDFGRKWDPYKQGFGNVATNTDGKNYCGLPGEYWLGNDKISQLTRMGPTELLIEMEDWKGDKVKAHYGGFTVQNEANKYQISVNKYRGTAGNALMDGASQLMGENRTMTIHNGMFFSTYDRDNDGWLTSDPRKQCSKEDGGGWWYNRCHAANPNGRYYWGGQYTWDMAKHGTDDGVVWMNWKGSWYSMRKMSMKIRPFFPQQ
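system = human fibrin DD(E) protein | quantity = DD(E) 2 µM final | medium = Tris/NaCl/CaCl2 buffer, pH 7.8 | also added = labelled Tn7 tracer, 0.1 µM | compound dosing = single point at 8.3 µM | timing = compound with protein 10 min, then 3 h after probe, room temperature | signal = FP measurement | benchmarks = Aha-Tn7 high control | repeats = one replicate per compound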
PLCg1 inh – blocks human PLC-gamma1 enzyme activity. P19174. purified PLC-gamma1, fluorogenic substrate, fluorescence. inhibition, % at 12.2 µM. hit rate 0.84% among 370,000. AID 720700; in the data active = inhibition above about 9.5%
Tn6 DDE FP – disrupts Tn6 cyclic peptide binding to fibrin D-Dimer-E complex; P02675; Fibrin DD(E) TRITC-Tn6 fluorescence polarization displacement; inhibition, % at 8.3 µM; hit rate 0.21% among 370,000;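 active = inhibition above a per-campaign cutoff: mean of compounds within control limits plus 3 SD, cut at about 15% in these data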;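 note: 0% = median of all compound wells on the plate and 100% = blocking peptide control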
ASAP1 inh – ASAP1 ArfGAP inhibition; inhibition, % at 16.5 µM; AID 624377; ASAP1-stimulated ARF1 GTP hydrolysis, GDP FP detection; Q9ULH1; hit rate 0.19% among 360,000; in the data active = inhibition above about 25%;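 note: 0% = vehicle with enzyme and substrate and 100% = no enzyme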
SIAE primary – inhibitors of human sialic acid acetylesterase SIAE. Q9HAT2. SIAE FP-Rh probe binding, fluorescence polarization. inhibition, % at 9.66 µM. hit rate 0.69% among 370,000. AID 1053197;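 active = inhibition above a cutoff: mean of compounds within the control limits plus 3 SD of those, cut at about 17% in these data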;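 note: 0% = plate median of compound wells and 100% = probe without SIAE protein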
Target sequence (Q9HAT2 whole entry, looked up): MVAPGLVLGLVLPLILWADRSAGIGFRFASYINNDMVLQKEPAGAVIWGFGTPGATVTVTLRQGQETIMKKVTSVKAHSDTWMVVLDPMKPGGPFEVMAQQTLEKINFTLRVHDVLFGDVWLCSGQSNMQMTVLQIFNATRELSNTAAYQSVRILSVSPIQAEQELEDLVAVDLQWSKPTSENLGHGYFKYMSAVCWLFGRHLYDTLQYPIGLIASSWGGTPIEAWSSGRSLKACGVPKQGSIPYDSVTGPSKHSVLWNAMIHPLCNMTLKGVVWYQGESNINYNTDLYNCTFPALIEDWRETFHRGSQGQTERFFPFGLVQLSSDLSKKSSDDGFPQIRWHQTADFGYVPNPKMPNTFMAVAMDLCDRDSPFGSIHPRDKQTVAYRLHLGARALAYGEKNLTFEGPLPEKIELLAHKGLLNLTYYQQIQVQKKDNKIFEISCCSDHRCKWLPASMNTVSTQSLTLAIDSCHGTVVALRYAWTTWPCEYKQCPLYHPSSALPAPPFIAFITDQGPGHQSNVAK
ARFGAP1 inh – rat ARFGAP1 inhibition; Q62848; inhibition, % at 16.5 µM; Arfgap1-stimulated ARF1 GTP hydrolysis, GDP FP detection; hit rate 0.26% among 360,000; AID 651572;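 active = inhibition above a per-plate limit, mean inhibition of low control wells plus 3 SD, cut at about 25% in these data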;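 note: 0% = DMSO wells with enzyme and 100% = wells lacking Arfgap1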
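Assay system: Rat Arfgap1 GAP domain (His6, aa 1-136), purified enzyme | Buffer or medium: HEPES 25 mM pH 7.5, NaCl 150 mM, MgCl2, DTT | Schedule: GTP hydrolysis reaction 2 h at 25 °C | Signal: FP of antibody-bound GDP Alexa 633 tracer, ex 620/em 688 nm | Measure: Percent inhibition of Arfgap1-stimulated GTP hydrolysis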
ADAM17 inh – ADAM17 inhibition, QFRET primary screen | P78536 | recombinant ADAM17, EDANS/DABCYL FRET peptide cleavage | inhibition, % at 6.95 µM | hit rate 0.83% among 370,000 | AID 720648;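 active = inhibition above the mean of compounds lying between control limits plus 3 SD, set per campaign, cut at about 8.5% in these data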;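 note: 0% = DMSO-only wells as the low control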
ADAM10 inh – inhibits human ADAM10; inhibition, % at 7 µM; AID 720582; hit rate 0.62% among 370,000; recombinant ADAM10, EDANS/DABCYL FRET peptide cleavage, 3 h;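 active = inhibition above a per-campaign cutoff equal to the mean of compounds falling between control-based bounds plus 3 SD, cut at about 20% in these data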;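 note: 0% = DMSO wells while the 100% control is not disclosed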
PLCb3 inh – inhibitors of human phospholipase C beta3 | hit rate 0.18% among 370,000 | Purified PLC-beta3, fluorogenic substrate, fluorescence | inhibition, % at 12.2 µM; in the data active = inhibition above about 11%;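 note: 0% = median of compound wells on plate and 100% = full blocker control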
* hit, by the source's call; i = inactive; x = no result given; & = joins results of further samples.

Every second line gives: ADAM17 inh, ASAP1 inh, ARFGAP1 inh, Tn6 DDE FP, PLCg1 inh, SIAE primary, PLCb3 inh, DDE Tn7 FP inh, ADAM10 inh, TDP2 absorb
(1) Cc1ccc(N=CC2=C(O)CC(c3cccc(Cl)c3)CC2=O)cc1 (stereo not drawn)
    -5.6, -16.6, -20.4, -6.0, -3.8, -1.0, -3.4, 5.0, -8.3, 5.3
(2) Cc1ccccc1NC(=O)NC1CCCCC1C (stereo not drawn)
    -3.3, 5.9, 11.0, 1.3, 0.6, 0.0, -1.4, -2.1, -0.8, 2.5
(3) O=C(Nc1nc(-c2ccco2)c(-c2ccco2)s1)c1ccc(F)cc1F
    -3.2, 3.4, -3.0, -6.8, -111.7, 16.2, -131.8, -2.1, -14.6, -4.5
(4) COC(=O)[C@]12C[C@H](CC(=O)NCCc3ccccc3OC)C(=O)N(CCC3=CCCCC3)C1=C[C@H](COCc1ccccc1)O[C@@H]2C
    -2.7, -3.2, 1.1, -1.9, 2.5, 0.0, -1.5, -2.9, -2.9, -1.8
(5) COc1cc(NC(=O)CCc2c(C)nc3nc(C)nn3c2C)cc(OC)c1
    -0.7, -4.7, 2.6, -5.5, 3.6, 0.5, 1.1, -10.7, 0.3, -6.6
(6) COC(=O)[C@@]12C[C@@H](CC(=O)NCCC(C)C)C(=O)N(Cc3ccc4c(c3)OCO4)C1=CCC(C)(C)C2
    2.3, 0.2, -1.5, -4.4, 0.4, 0.4, 1.9, 1.9, 2.0, 2.2
(7) CC(NS(=O)(=O)c1cccc(S(=O)(=O)c2ccccc2)c1)C(=O)O (stereo not drawn)
    2.9, 2.8, 2.1, -5.7, -0.2, 4.3, 4.2, -1.0, 2.4, 9.9
(8) CCOc1cc(C2CC(=O)Nc3cc(C)c(C)cc32)ccc1O (stereo not drawn)
    0.6, 6.8, 3.4, 0.0, -0.5, 3.5, -1.1, -9.3, 3.1, 19.1
(9) COC(=O)C1=CO[C@@H](O[C@@H]2O[C@H](CO)[C@@H](O)[C@H](O)[C@H]2O)C2C(CO)=CCC12 (stereo partly drawn)
    -1.6, -10.7, 6.5, -5.6, 1.6, -5.6, 1.4, 4.3, -4.4, 9.0
(10) Cc1ccc(S(=O)(=O)N2C[C@@H]3[C@H]4CC[C@H](C4)[C@@H]3[C@@H](C)[C@H]2c2ccn(Cc3ccccc3)c2)cc1
    1.5, 6.9, 6.6, 5.4, 0.9, 5.6, -0.1, -0.1, 4.1, -5.1
(11) CCN(CC)S(=O)(=O)c1ccc2[nH]cc(C(=O)NCCc3ccccc3)c(=O)c2c1
    4.1, -2.5, -0.4, 0.7, 1.0, -2.9, -0.3, -0.1, -20.8, -7.7
(12) O=C(c1c(F)cccc1F)N(Cc1cccs1)C1CCCC1
    -3.5, -7.6, -3.3, 2.3, -0.5, 3.8, -2.8, 7.7, 4.7, 10.7
(13) CS(=O)(=O)Cc1nc2ccccc2oc1=O
    -3.3, 17.8, -2.1, -4.4, -8.7, 1.7, -6.0, -0.2, 4.3, 11.9
(14) COc1ccc(CCNc2oc(Cc3cccc4ccccc34)nc2C#N)cc1OC
    6.6, 8.5, 8.3, -13.5, 0.9, -7.5, -2.1, 1.0, 15.5, 9.1
(15) Cc1cc(N2CCN(CCO)CC2)n2nc(C)nc2n1
    0.4, x, x, -2.9, -4.4, 1.1, -7.1, -1.6, -0.5, -6.3
(16) O=C(CCl)Nc1ccccc1C(=O)NCc1ccccc1
    3.6, 14.4, -8.4, -4.3, -2.3, -12.1, -2.5, 5.9, -6.8, -12.5
(17) CCOc1ccc2[nH]c(C)c(CN3CCCCC3)c(=O)c2c1
    -36.0, -5.5, -1.5, 0.0, -8.5, -3.4, -10.6, 1.9, -156.8, 2.1
(18) CCOc1ccc(NC(=O)CN2C(=O)C3CC=CCC3C2=O)cc1 (stereo not drawn)
    -4.9, 2.9, -4.4, -3.3, -0.3, -7.7, 0.1, 10.1, 3.7, 3.7
(19) CC(C)C(NC(=O)c1ccc(C(C)(C)C)cc1)C(=O)NCc1ccccn1 (stereo not drawn)
    -6.0, -11.4, 9.9, 0.5, 0.9, -1.7, -4.1, -5.5, -3.0, -7.2
(20) CCC(C)Sc1ccc(-c2nc3cc(C)ccn3c2NC2CCCCC2)cc1 (stereo not drawn)
    -2.6&-66.6, -3.2&3.3, -4.7&-7.9, -14.0&-0.3, -10.3, 3.3&2.8, -19.5, 1.5&2.3, -20.6, -15.9&-8.9

(list continues)
Every second line gives: ADAM17 inh, ASAP1 inh, ARFGAP1 inh, Tn6 DDE FP, PLCg1 inh, SIAE primary, PLCb3 inh, DDE Tn7 FP inh, ADAM10 inh, TDP2 absorb
(21) CC1CCN(CC(=O)Nc2ccccc2C(=O)NC2CC2)CC1
    -0.6, 2.1, 3.5, -5.7, -1.3, 4.7, -2.0, 3.2, -10.3, 2.9
(22) C/C(=N/N1CCN(c2ccccc2)CC1)c1cccc([N+](=O)[O-])c1
    -0.1, -2.1, -2.4, 9.0, 0.9, 6.5, 0.9, 7.0, 2.3, 5.9
(23) OC(c1cccc(F)c1)c1ncc(-c2ccc3ccccc3c2)[nH]1 (stereo not drawn)
    -3.2, 8.1, -5.7, -4.0, -14.8, -3.3, -21.4, 6.8, -24.3, 3.4
(24) Cc1ccc(S(=O)(=O)c2c(N)n(NC(=O)C3CC3)c3nc4ccccc4nc23)cc1
    i, 7.7, -6.8, 1.5, i, -4.8, i, -0.1, i, -2.0
(25) COc1ccc(CCNC(=O)C(=O)NN=C2CCCCCCC2)cc1OC
    -3.6, 5.6, 4.0, 4.6, -0.5, -1.7, -5.5, 0.8, 3.4, -2.9
(26) COc1cc2c[n+](C)c3c4ccccc4ccc3c2cc1OC
    -330.1, -14.1, -15.4, 4.2, i, -1.2, i, -2.3, i, -0.5
(27) O=C(NC(=S)NC1CCS(=O)(=O)C1)c1cccc([N+](=O)[O-])c1 (stereo not drawn)
    1.2, 4.3, 13.3, -2.5, 1.5, 2.7, -4.4, -2.1, -8.6, 1.0
(28) CCOC(=O)N1CCN(Cc2nc(CC3CC3)no2)CC1
    -3.3, -13.3, -1.5, -0.1, 1.2, -2.3, 1.1, 3.4, -4.1, -5.8
(29) COc1cc(/C=C2/C(=O)N(c3ccc(C)c(C)c3)N=C2C)cc([N+](=O)[O-])c1O
    -0.9, 6.8, 11.5, -20.1, 0.5, 9.9, -3.3, 3.5, 8.1, 19.0
(30) CN(C(=O)c1ccc2c(c1)C(=O)N(CCC1=CCCCC1)C2=O)C1CCCCC1
    2.2, 9.3, -10.5, -6.2, 0.9, 0.8, 0.1, -4.6, 4.2, -5.4
(31) O=C(COC(=O)c1ccccc1Nc1ccccc1)NCc1ccccc1Cl
    -6.4, -9.0, -3.6, 10.8, -14.5, 7.6, -14.5, -5.2, -108.2, 3.7
(32) COc1ccc(N=Cc2cc(Cl)ccc2O)cc1Cl
    0.0, -7.0, -1.0, -2.2, -0.6, 5.0, 3.5, -6.9, 4.1, -14.9
(33) C=CCOc1ccc(/C(O)=C2/C(=O)C(=O)N(CCCN3CCOCC3)C2c2ccccc2)cc1 (stereo not drawn)
    2.8, 11.0, -3.7, 0.3, 10.6*, -1.1, 1.5, -3.3, 9.7, 1.4
(34) O=C1N=c2ccccc2=C1c1sc(=S)n(-c2ccc(O)cc2)c1O
    -2.7, -4.5, 7.4, 1.8, -3.0, 21.9*, -9.8, 3.0, 4.9, 6.6
(35) OCCNNC(=S)NC1CC2C=CC1C2 (stereo not drawn)
    -3.0, 2.1, -9.4, -10.0, 0.5, -1.4, -5.1, -0.7, 0.8, -3.6
(36) COc1ccc(C(=O)Nc2nnc(Cc3cccs3)s2)cc1OC
    -1.7, -3.7, 2.3, 3.6, -1.8, -12.8, -2.0, -0.2, 2.8, -15.3
(37) COc1ccc(C(=O)Nc2n[nH]c(-c3ccncc3)n2)cc1
    -5.6, -0.6, -1.6, -6.2, 0.6, -15.0, -1.0, -0.1, 0.0, -6.3
(38) COC(=O)c1ccc2c(c1)C(=O)N(C1CCCCC1)C2=O
    -2.2, 1.9, 6.2, -1.8, 0.8, -4.6, 1.0, -6.3, 1.3, -6.8
(39) CCN(CC)C(=O)CSc1nc(N)c2c3c(sc2n1)CC(C)CC3 (stereo not drawn)
    -1.9, 10.9, -1.7, -5.7, 3.6, -3.3, 4.3, -8.9, -8.4, -16.4
(40) CCCCCCCCN1C(=O)[C@H](CC(=O)N2CCOCC2)C[C@@]2(C(=O)OC)CC(C)(C)CC=C12
    4.4, 0.9, -11.6, 0.6, 3.5, 6.0, 7.0, -4.0, 14.3, -3.5

(list continues)
Every second line gives: ADAM17 inh, ASAP1 inh, ARFGAP1 inh, Tn6 DDE FP, PLCg1 inh, SIAE primary, PLCb3 inh, DDE Tn7 FP inh, ADAM10 inh, TDP2 absorb
(41) CC(C)C[C@@H](CN)NC(=O)c1nc[nH]c1C(=O)N[C@@H](Cc1ccccc1)C(=O)CNC[C@H](C)NC(=O)c1nc[nH]c1C(=O)N[C@@H](CC(=O)O)C(=O)O
    -2.5, 10.7, -11.1, 5.1, -0.7, -0.2, 1.7, -3.8, -14.3, 3.4
(42) CCOC(=O)c1c(C)[nH]c(-c2csc(N)n2)c1C
    -2.8, -3.4, 1.4, 1.7, -30.7, 10.0, -44.7, 10.0, -8.6, 16.0
(43) COC(=O)[C@@H]1C2CCC(C(=O)Nc3ccccc3)(CC2)[C@@H]1C(=O)OC
    0.7, -6.8, -2.8, 7.1, -1.1, 0.0, -5.8, 0.0, -3.9, -8.0
(44) O=C(/C=C/c1ccccc1F)c1cccc([N+](=O)[O-])c1
    0.4, -2.1, 5.2, -2.5, -0.3, 0.4, -2.6, -4.7, 0.1, 0.3
(45) CCC(C)NC(=O)c1c(F)c(F)c(F)c(F)c1F (stereo not drawn)
    -5.8, -1.5, 0.5, 5.5, -1.9, -2.8, 1.0, 1.5, -5.5, 5.1

Screening results deposited in PubChem by The Scripps Research Institute Molecular Screening Center.

Hits appear at their usual frequency; about 3.6% have a hit in one of these screens.
